# Assay outcomes deposited in PubChem BioAssay by National Center for Advancing Translational Sciences (NCATS).
# POLB inh: blocks human DNA polymerase beta activity; Potency, µM (doses to about 114 µM), for inactives: at the highest dose activity change, negative = inhibition, most hits filed as inhibitors; Pol beta primer extension/strand displacement, fluorescence kinetic; 1.3% of 340,000 active; P06746; AID 485314; further: potency means the concentration at half of the fitted maximal effect; on the % scale 0 is the no-effect control and ±100 the full control effect
#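 Homogeneous kinetic assay of primer extension and strand displacement by 10 nM Pol beta, preincubated 15 min at room temperature with compound before 50 nM substrate (final) was added. Read at 0 and 10 min; four-parameter Hill fit.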
# APEX1 inh: APE1 (human) endonuclease inhibition; P27695; recombinant APE1, TAMRA/BHQ-2 abasic DNA cleavage fluorescence; Potency, µM (series often up to 65.8 µM), for inactives: at the top dose activity change, negative = inhibition, hits mostly inhibitors; 0.35% of 350,000 active;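 further: potency means the concentration at half of the fitted maximal effect; plate controls were vehicle for no effect and reference inhibitor for full effect; nearly all actives have a fitted effect of over 55% in size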
#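 Measures dequenching upon AP-site incision of a 5'-TAMRA/3'-BHQ-2 THF-containing duplex, 50 nM; human APE1 0.75 nM after 15 min room-temperature exposure to compound; kinetic three-point read at one-minute spacing.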
# ERG-DNA inh: ERG Ets/DNA interaction inhibition; P11308; fluorescence polarization, His-ERG Ets domain / labelled DNA; Potency, µM (top dose mostly 76.9 µM), for the others: at the top dose FP activity, negative = inhibition, hits mostly inhibitors; 0.028% of 370,000 active; active means well fitted inhibition curve with a large enough effect in the polarisation, with a control signal flat; inconclusive means small, poorly fitted or top-dose-only effect, or effect the other way, or a change in a side signal; inactive means no such curve, though single readings can be large or run the other way; the % refers to the polarisation;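 further: polarization taken with two DNA probes labelled with fluorescein and Texas red; potency means the concentration at half of the fitted maximal effect; % of control where 0% means no effect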
#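 His-tagged ERG Ets domain (1 uM in the protein solution; 300mM KCl, 50mM Tris-HCl, 1mM EDTA, 1mM DTT, pH 7.5) received compound, then a probe mix of 5 nM fluorescein-DNA and 100nM Texas-615-DNA. Fluorescence polarization was read for both dyes.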
# RGS4 inhibitor: blocks human RGS4-accelerated GTP hydrolysis | P49798 | Transcreener GDP fluorescence polarization, RGS4-accelerated GTP hydrolysis | Potency, µM (highest dose often 114 µM), for inactives: at the highest dose activity change, negative = inhibition, most hits filed as inhibitors | 0.039% of 390,000 active | AID 504845; further: potency means the concentration at half of the fitted maximal effect; on the % scale 0 is the no-effect control and ±100 the full control effect; nearly all actives have a fitted effect of over 75% in size; some results filed as inactive show a strong effect at the top dose
# Target sequence (P49798 whole entry, looked up): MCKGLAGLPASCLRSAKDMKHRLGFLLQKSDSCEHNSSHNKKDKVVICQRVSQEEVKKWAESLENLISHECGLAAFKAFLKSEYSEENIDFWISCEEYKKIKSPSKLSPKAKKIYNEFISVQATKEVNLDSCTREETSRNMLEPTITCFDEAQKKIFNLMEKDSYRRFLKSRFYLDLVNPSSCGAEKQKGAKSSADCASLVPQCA
#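 MLSMR compounds (23 nl, pin-transferred) preincubated 10 min at room temperature with a 500nM (2x) first reagent, then RGS4 at 900nM (2x) plus Transcreener GDP mix added; fluorescence polarization (620/688 nm) read before and after 90 min at 30 °C.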
# Pol kappa inh: inhibitors of human DNA polymerase kappa | 0.53% of 400,000 active | Potency, µM (titrated, usually from 107 µM), for inactives: at the top dose activity, negative = inhibition, usual class: inhibitors | purified Pol kappa, fluorescent DNA synthesis assay, 10 min | Q9UBT6 | AID 588579; further: potency means the concentration at half of the fitted maximal effect; on the % scale 0 is the no-effect control and ±100 the full control effect
#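 Pol kappa 10 nM + cpd, 15 min RT; start w/ substrate 50 nM final; fluorescence kinetic read, 0 and 10 min. Neg ctrl: buffer, no enzyme.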
# 12-LOX inh: ALOX12 (human) lipoxygenase inhibition | P18054 | purified 12hLO, xylenol orange hydroperoxide absorbance | Potency, µM (doses to about 108 µM), inactives show at the highest dose activity change, negative = inhibition, actives largely listed as inhibitors | 1.1% of 580,000 active | AID 1671190; further: potency means the concentration at half of the fitted maximal effect; on the % scale 0 is the no-effect control and ±100 the full control effect
#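 Purified human 12hLO at 150 nM in 25 mM Hepes, 0.01% Triton X-100, pH 7.0, preincubated 15 min at room temperature with compound. Reaction started with 40 uM arachidonic acid, 30 min at room temperature. Hydroperoxide measured by Fe-xylenol orange, 573/405 nm absorbance ratio.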
# LDHA block: LDHA (human) enzyme inhibition; P00338; purified LDHA, NADH/diaphorase-resazurin fluorescence; stronger effect = lower value; activity change, % (values are at about 110 or 230 µM); 0.15% of 480,000 active; AID 1347041; in the data active means activity change below about -30%; inconclusive means mostly about -25% to -30%;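 further: plate controls were DMSO wells for no effect and wells without enzyme for full effect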
#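 Resorufin fluorescence (ex540/em590), read at 0 and 20 min after diaphorase/resazurin addition, reports the NADH left after a 5 min room-temperature reaction of 2 nM human LDH5 with 0.06 mM NADH and 0.2 mM pyruvate.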
# POLH inh: DNA polymerase eta (human) inhibition. 1.2% of 390,000 active. Potency, µM (highest dose often 114 µM), without a hit: top-dose activity change, negative = inhibition, most hits filed as inhibitors. Q9Y253. recombinant Pol eta, fluorescent DNA replication assay. AID 588591; further: potency means the concentration at half of the fitted maximal effect; on the % scale 0 is the no-effect control and ±100 the full control effect
# Target sequence (Q9Y253 whole entry, looked up): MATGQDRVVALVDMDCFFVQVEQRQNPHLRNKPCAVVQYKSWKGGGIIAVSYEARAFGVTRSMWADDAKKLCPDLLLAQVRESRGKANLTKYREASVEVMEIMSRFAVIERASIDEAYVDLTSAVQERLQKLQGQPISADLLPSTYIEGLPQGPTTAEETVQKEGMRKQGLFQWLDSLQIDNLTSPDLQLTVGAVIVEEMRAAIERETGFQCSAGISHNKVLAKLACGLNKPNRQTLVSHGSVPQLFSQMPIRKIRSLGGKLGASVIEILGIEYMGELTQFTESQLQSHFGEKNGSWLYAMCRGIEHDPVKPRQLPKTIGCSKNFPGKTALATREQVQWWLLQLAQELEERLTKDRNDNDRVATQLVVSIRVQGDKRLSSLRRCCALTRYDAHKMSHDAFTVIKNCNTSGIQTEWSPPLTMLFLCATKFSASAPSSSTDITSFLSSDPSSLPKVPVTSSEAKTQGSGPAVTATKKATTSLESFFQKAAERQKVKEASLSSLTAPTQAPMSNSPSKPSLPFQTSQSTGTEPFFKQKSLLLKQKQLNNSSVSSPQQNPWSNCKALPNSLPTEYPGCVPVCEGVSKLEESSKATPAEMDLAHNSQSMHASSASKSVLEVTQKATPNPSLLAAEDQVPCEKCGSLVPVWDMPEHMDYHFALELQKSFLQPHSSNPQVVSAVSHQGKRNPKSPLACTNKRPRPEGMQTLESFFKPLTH
#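 Pol eta at 10 nM preincubated with compounds 15 min at room temperature; reaction started with fluorescent substrate (50 nM final) and read kinetically at 0 and 10 min.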
# Apoferritin bind: candidate novel general anesthetic via apoferritin binding; apoferritin/1-aminoanthracene competitive binding, fluorescence; Potency, µM (doses to about 77.5 µM), inactives show at the highest dose activity change, negative = displacement, hits mostly inhibitors; 0.074% of 350,000 active; further: potency means the concentration at half of the fitted maximal effect; on the % scale 0 is the no-effect control and ±100 the full control effect; nearly all actives have a fitted effect of over 20% in size
# Target sequence (P02791 2-175 limits assumed): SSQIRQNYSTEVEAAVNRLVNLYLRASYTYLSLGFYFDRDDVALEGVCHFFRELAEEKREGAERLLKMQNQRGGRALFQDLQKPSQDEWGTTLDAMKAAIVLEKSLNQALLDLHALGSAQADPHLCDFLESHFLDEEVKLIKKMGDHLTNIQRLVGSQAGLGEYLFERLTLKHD
#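 Horse-spleen apoferritin (10 uM) was mixed with 50% saturated 1-aminoanthracene in PBS, exposed to compounds for 10 min at room temperature, and read for fluorescence (ex 380 nm, em 535 nm). Competitive displacement was fitted with a four-parameter Hill equation.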
# Numbers without * were called inactive; ? = inconclusive; / = no result given; & = joins results of further samples; [ ] = dose if it differs, or a comment. Unless noted, the call rests on the fitted dose curve; in most records, active means well fitted curve in the direction sought with a large enough effect; inconclusive means small, poorly fitted or top-dose-only effect, or another doubt; inactive means no such curve, though single readings can be large; an effect the other way counts as inactive or inconclusive.
POLB inh	APEX1 inh	ERG-DNA inh	RGS4 inhibitor	Pol kappa inh	12-LOX inh	LDHA block	POLH inh	Apoferritin bind	Molecule
11%	/	-2%	0%	10%	-1%	-3	/	-1%	Cc1ccc2nc(-c3cccc(NC(=O)CSc4ccc(Cl)cc4)c3)oc2c1
-1%	0%	0%	-16%	-9%	-7%	6	-21%	-21%	CCC(C)(C)n1nnnc1C(c1cc2cc(OC)ccc2[nH]c1=O)N1CCc2ccccc21 (centres undefined)
15%	4%	-3%	21%	-1%	-3%	2	?	-12%	O=C(Nc1ccon1)c1cc(-c2ccccc2)nc2ccccc12
/	-11%	3%	-16%	-15%	-13%	-5	-19%	/	Cc1ccc(S(=O)(=O)N(C)C)cc1NC(=O)COC(=O)/C=C/c1ccc(F)cc1
/	12%	11%	12%	-3%	21%	-11	-11%	/	COc1ccccc1N1CCN(C(=O)c2cccc(S(=O)(=O)Nc3ccccc3F)c2)CC1
63%	-1%	-6%	19%	-3%	-9%	-8	0%	-7%	CCC1(c2ccc(F)cc2)NC(=O)N(CC(=O)Nc2ccc(C(N)=O)cc2)C1=O (centres undefined)
/	-9%	-2%	-3%	-1%	?	2	-25%	/	CCCN(C1CCS(=O)(=O)C1)S(=O)(=O)c1ccc2ccccc2c1 (centres undefined)
15%	6%	26%	3%	-6%	0%	-3	-17%	2%	O=C(O)CC1(CC(=O)NCc2ccncc2)CCCCC1
7%	-2%	-2%	-30%	-15%	-26%	-9	-9%	-8%	FC(F)(F)c1ccc2c(c1)[nH]c(=S)n2C1CC1
32%	19%	-3%	-1%	-5%	-3%	-9	-8%	-13%	CC(C)(C)OC(=O)N1CCC(CC2CC(c3ccc(Cl)cc3)=NO2)(C(=O)NCC2CCCCC2)CC1 (centres undefined)

# Next part
POLB inh	APEX1 inh	ERG-DNA inh	RGS4 inhibitor	Pol kappa inh	12-LOX inh	LDHA block	POLH inh	Apoferritin bind	Molecule
-1%	/	0%	-18%	0%	-15%	1	1%	-8%	Cc1ccc(C)c(N2CCN(C(=O)c3cc4c(=O)n(Cc5cccs5)ccc4nc3C)CC2)c1
25%	-2%	0%	-48%	-1%	-3%	-1	-15%	-3%	NC(=O)COc1ncnc2scc(-c3ccc(F)cc3)c12
-10%	-8%	11%	-2%	-9%	77%[activator]	-6	-11%	-13%	CC(C)(C)n1ncc2c(=O)n(CC(=O)N3CCCCC3)cnc21
16%	-1%	-7%	7%	-3%	36%[activator]	-1	-11%	?	Cc1ccc(S(=O)(=O)N(CC(=O)Nc2cccc([N+](=O)[O-])c2)C2CCCCC2)cc1
-24%	6%	-3%	-5%	-16%	1%	5	-19%	134%[activator]	Cc1ccc(C(=O)c2cnc3cc4c(cc3c2S(=O)(=O)c2ccccc2)OCCO4)cc1
16%	8%	-5%	-28%	0%	0%	-3	-17%	-10%	O=C1CC(SCc2nc3ccccc3[nH]2)C(=O)N1c1cccc(Cl)c1 (centres undefined)
?	1%	-3%	9%	-3%	-29%	-4	-8%	-8%	COc1ccc(S(=O)(=O)NC(C)C(=O)Nc2ccccc2F)cc1 (centres undefined)
-8%	-8%	4%	5%	-12%	?	-4	-3%	?	Oc1oc(-c2ccccc2)nc1C=NCc1ccccc1
-3%	-8%	2%	50%	-13%	-6%	-13	-14%	-18%	Cc1ccc(S(=O)(=O)c2cccc(S(=O)(=O)N3CCCC3)c2)cc1S(=O)(=O)N1CCCC1
29%	1%	-9%	-9%	-1%	0%&12%	-13&4	6%	29%	CCOCCn1c(SCC)nc2c1c(=O)[nH]c(=O)n2C

# An excerpt from above in order of the POLB inh value, falling:
POLB inh	APEX1 inh	ERG-DNA inh	RGS4 inhibitor	Pol kappa inh	12-LOX inh	LDHA block	POLH inh	Apoferritin bind	Molecule
29%	1%	-9%	-9%	-1%	0%&12%	-13&4	6%	29%	CCOCCn1c(SCC)nc2c1c(=O)[nH]c(=O)n2C
25%	-2%	0%	-48%	-1%	-3%	-1	-15%	-3%	NC(=O)COc1ncnc2scc(-c3ccc(F)cc3)c12
16%	8%	-5%	-28%	0%	0%	-3	-17%	-10%	O=C1CC(SCc2nc3ccccc3[nH]2)C(=O)N1c1cccc(Cl)c1 (centres undefined)
-8%	-8%	4%	5%	-12%	?	-4	-3%	?	Oc1oc(-c2ccccc2)nc1C=NCc1ccccc1

# Further entries
POLB inh	APEX1 inh	ERG-DNA inh	RGS4 inhibitor	Pol kappa inh	12-LOX inh	LDHA block	POLH inh	Apoferritin bind	Molecule
-3%	-1%	-13%	1%	3%	0%	-1	-9%	-3%	O=C(Nc1ccc(NC(=O)c2cccs2)cc1)c1cccnc1
-19%	/	4%	-5%	-24%	-17%	-8	-13%	9%	CCOC(=O)c1ccc(NC(=O)CN2C(=O)COc3ccc(Cl)cc32)cc1
0%	-1%	-6%	0%[56.9 µM]	-5%	-14%	-4	-12%	-17%	CC(C)c1cc(C(=O)N2CCCC(N3CCN(c4ccccc4F)CC3)C2)nc(N)n1 (centres undefined)
3%	0%	-3%	2%	-32%	0%	-8	8%	-18%	C=CCN1C(=O)C(Cc2ccc(Br)cc2)S/C1=N\N=C\c1ccco1 (centres undefined)
4%	4%	-4%	-13%	10%	-6%	1	-2%	5%	Nc1nc(-c2ccc(Cl)cc2)nc(-c2ccc(Cl)cc2)n1
/	32%	-1%	-3%	-6%	270%[activator]	-2	-12%	/	COc1ccccc1OCCNC(=O)c1ccccc1OCc1c(C)noc1C
/	8%	-11%	12%	7%	4%	-3	1%	/	Cc1cc(C)c(OCC(=O)NCCCn2nc(C)cc2C)c(C)c1
/	3%	-3%	0%	4%	18%	0	-21%	/	CC1(c2cc(F)ccc2F)NC(=O)N(CC(=O)Nc2cccc(S(=O)(=O)N3CCCC3)c2)C1=O (centres undefined)
4%	-2%	6%	-9%	0%	?	-3	-17%	?	O=C(Oc1ccc(N(C(=O)c2ccncc2)S(=O)(=O)c2ccc(Cl)cc2)cc1)c1ccncc1
0%	47%[activator]	5%	-14%	-12%	0%	0	2%	?	CCOc1ccc(OCc2ccc(C(=O)NC(C)(C)C)o2)cc1

# Some of these compounds in order of length of the SMILES, high to low:
POLB inh	APEX1 inh	ERG-DNA inh	RGS4 inhibitor	Pol kappa inh	12-LOX inh	LDHA block	POLH inh	Apoferritin bind	Molecule
3%	0%	-3%	2%	-32%	0%	-8	8%	-18%	C=CCN1C(=O)C(Cc2ccc(Br)cc2)S/C1=N\N=C\c1ccco1 (centres undefined)
4%	4%	-4%	-13%	10%	-6%	1	-2%	5%	Nc1nc(-c2ccc(Cl)cc2)nc(-c2ccc(Cl)cc2)n1
0%	47%[activator]	5%	-14%	-12%	0%	0	2%	?	CCOc1ccc(OCc2ccc(C(=O)NC(C)(C)C)o2)cc1

# (next part)
POLB inh	APEX1 inh	ERG-DNA inh	RGS4 inhibitor	Pol kappa inh	12-LOX inh	LDHA block	POLH inh	Apoferritin bind	Molecule
-2%	1%	-11%	-7%	-1%	1%	2	0%	-4%	Cc1sc(NC(=O)c2oc3ccccc3c2C)c(C#N)c1C
-1%	7%	-3%	-14%	-4%	-27%	5	-6%	-6%	Cc1ccc(Cl)c2c1NC(=O)C2(O)CC(=O)c1ccccc1O (centres undefined)
/	/	11%	3%	-8%	29%	-6	-8%	/	Cc1cc(C)n(-c2nc(SCCN3CCOCC3)c3c4c(sc3n2)CCCC4)n1
5%	3%	16%	21%	2%	16%	-5	3%	-10%	Cn1nc([N+](=O)[O-])nc1Oc1ccccc1F
-14%	4%	-6%	-17%[56.9 µM]	-13%	-8%	-9	-9%	-8%	CN(C(=O)NC1CCCCC1)c1ccccc1
48%	31%[activator]	3%	-26%	-7%	-14%	0	-8%	-9%	NS(=O)(=O)c1ccc(CCNC(=O)Cc2ccccc2[N+](=O)[O-])cc1
21%	-5%	3%	18%	-3%	-28%	-2	-2%	-10%	COc1ccccc1-c1coc2cc(O)cc(O)c2c1=O
4%	10%	6%	15%	3%	0%	-7	-21%	4%	C=CCN(C(=O)c1ccc2snnc2c1)c1ccccc1
16%	-4%	-14%	4%	-11%	29%	-8	-3%	2%	COCCn1c(SCC(N)=O)nnc1-c1c[nH]c2ccccc12
1%	16%	-3%	?	-26%	?	12	-15%	-4%	Cc1ccc(C)c(NC(=S)NNc2ccc(F)cc2F)c1

# Next structures:
POLB inh	APEX1 inh	ERG-DNA inh	RGS4 inhibitor	Pol kappa inh	12-LOX inh	LDHA block	POLH inh	Apoferritin bind	Molecule
0%	0%	-3%	-4%	-26%	2%	-1	-18%	-15%	CCc1ccc(C(=O)NCc2ccc(Cl)cc2Cl)cc1
-14%	4%	-4%	17%	2%	?	1	-27%	?	NC1=NC[C@H](c2ccccc2)N1CCc1cc(C(F)(F)F)cc(C(F)(F)F)c1
1%&-11%	2%	0%&4%	28%[11.4 µM]	3%&-22%	-3%&-7%	-6&-4	8%	-4%&-1%	O=C(CCn1cnnn1)Nc1ccc(F)cc1
-1%	-6%	-9%	4%	13%	497%[activator]	-3	-4%	1%	Cc1cc(C)n2c(SCCN3C(=O)c4ccccc4C3=O)nnc2n1
/	12%&-2%	-6%	5%	-9%	13%	4	-5%	43%[activator]	COc1cc(OC)c2ccc(=O)oc2c1
11%	4%	11%	-14%	-3%	-8%	-12	-9%	-8%	Cc1cc(NC(=O)CSc2nnc(NC(=O)C3CC(=O)N(c4ccccc4)C3)s2)no1 (centres undefined)

# These rows are one share of the data; count on the stated rates, not on these rows.
